IL1B cytotox – cytotoxicity in IL-1B stimulated HUVEC, primary screen, cytotoxicity control for IL-1B NFkB translocation project, imaging, Hoechst nuclear count, IL-1B stimulus. HUVEC cell count loss. cell count reduction, % at 2 µM. actives 0.41% (n = 94,000). AID 845, 2007;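 active = cell count reduction more than 3 SD above the screen-wide mean, cut at about 70% in these data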;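 note: normalized per plate to untreated control cells as the no-loss baseline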
Calb biofilm kill – clotrimazole potentiators killing Candida biofilms, primary screen, with clotrimazole, Alamar Blue; C. albicans biofilm + clotrimazole; inhibition, % at 6 µM; actives 0.14% (n = 85,000);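 active = inhibition above 20%; inactive = inhibition below 20%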;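 note: preformed 24 hr biofilms exposed to compound for 48 hr; 0% = biofilm without compound and 100% = blank killed by clotrimazole plus chlorhexidine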
VCAM1 TNFa inh – inhibitors of TNFa-induced VCAM1 expression, primary screen, imaging, HUVEC, TNFa stimulus, immunofluorescence. actives 0.48% (n = 95,000). inhibition, % at 2 µM. HUVEC TNFa-induced VCAM-1 immunofluorescence, high-content imaging. AID 802, 2007;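 active = inhibition above the batch mean plus 3 SD, with images confirmed as a hit by eye, cut at about 37% in these data; inconclusive = inhibition above that limit but hit not confirmed in images; inactive = inhibition not above that limit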;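 note: 0% = TNF-stimulated DMSO wells and 100% = unstimulated control wells; not every result past the cut was called active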
hDAT+cocaine – changed hDAT dopamine uptake under cocaine IC80, either direction, primary screen, cocaine antagonist project, cell-based, LLC-PK1 hDAT, [14C]-dopamine uptake, MLSMR | AID 449768, 2010 | actives 1.3% (n = 110,000) | B-score at 10 µM | Sodium-dependent dopamine transporter (Homo sapiens), Q01959 | LLC-PK1 hDAT cells, [14C]-dopamine uptake with cocaine IC80; actives deviate in either direction;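 active = Z score or B-score, a plate-position-corrected score, falls beyond the plate's 99.7% confidence bounds, in either direction; inactive = both scores lie inside the 99.7% bounds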;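 note: scored against the spread of the other compound wells on the same plate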
Target sequence (Q01959 whole entry, looked up): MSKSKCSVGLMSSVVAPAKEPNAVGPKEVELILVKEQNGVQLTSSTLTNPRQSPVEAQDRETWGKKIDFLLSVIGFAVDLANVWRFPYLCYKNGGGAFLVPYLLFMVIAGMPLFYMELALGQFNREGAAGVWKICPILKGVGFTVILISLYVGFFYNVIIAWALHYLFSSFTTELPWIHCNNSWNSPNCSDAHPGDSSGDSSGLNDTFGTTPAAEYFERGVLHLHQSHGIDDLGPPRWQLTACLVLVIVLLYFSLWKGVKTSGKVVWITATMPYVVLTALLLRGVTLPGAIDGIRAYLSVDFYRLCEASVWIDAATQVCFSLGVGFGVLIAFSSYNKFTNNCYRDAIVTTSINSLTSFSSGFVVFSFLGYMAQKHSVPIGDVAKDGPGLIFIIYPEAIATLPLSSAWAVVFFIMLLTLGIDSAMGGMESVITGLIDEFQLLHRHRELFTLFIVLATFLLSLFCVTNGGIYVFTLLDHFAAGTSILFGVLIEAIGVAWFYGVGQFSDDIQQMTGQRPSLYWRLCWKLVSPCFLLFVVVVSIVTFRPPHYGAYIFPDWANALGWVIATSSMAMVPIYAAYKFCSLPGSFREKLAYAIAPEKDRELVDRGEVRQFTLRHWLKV
cytoskel mod – modifiers of F-actin cytoskeleton organization, primary screen, imaging, HUVEC, phalloidin staining, high-content imaging; HUVEC TNFa F-actin phalloidin imaging; inhibition, % at 2 µM; actives 0.18% (n = 91,000);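 active = inhibition above the batch mean plus 3 SD and confirmed as a hit by visual image inspection, cut at about 30% in these data, passing the limit was not always enough; inconclusive = above the inhibition threshold but rejected on visual inspection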; note: strong numbers were not always called active
LYP inh 2 – PTPN22 phosphatase inhibitors, primary screen, biochemical, DiFMUP fluorescence, 2 µM | Tyrosine-protein phosphatase non-receptor type 22 (Homo sapiens), Q9Y2R2 | recombinant LYP catalytic domain | inhibition, % at 2 µM | actives 0.21% (n = 96,000) | AID 640, 2007;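 active = inhibition at 2 µM at or above a set limit, the screen mean plus 3 SD, cut at about 24% in these data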;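 note: 0% = DMSO with enzyme and 100% = enzyme fully blocked by orthovanadate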
MT1-MMP txn act – MT1-MMP promoter reporter activation – cell-based, luciferase luminescence, primary screen; HT1080 MT1-MMP promoter luciferase reporter, overnight; active compounds read high; activation factor at 10 µM; actives 0.16% (n = 86,000); AID 750, 2007;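 active = activation factor of at least 2 for MT1-MMP transcription at 10 µM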
Smad3 inh – Smad3/FoxH1 peptide binding inhibitors, primary screen, biochemical, TR-FRET; actives 0.29% (n = 88,000); inhibition, % at 25 µM; TR-FRET Smad3/Dy647-FoxH1 peptide binding, europium anti-His; Mothers against decapentaplegic homolog 3 (Homo sapiens), P84022;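 active = compounds that reduce the energy-transfer binding signal between the protein and its labelled peptide by more than half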;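 note: 0% = Smad3 plus labelled peptide maximal FRET and 100% = peptide-only background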
Target sequence (P84022 whole entry, looked up): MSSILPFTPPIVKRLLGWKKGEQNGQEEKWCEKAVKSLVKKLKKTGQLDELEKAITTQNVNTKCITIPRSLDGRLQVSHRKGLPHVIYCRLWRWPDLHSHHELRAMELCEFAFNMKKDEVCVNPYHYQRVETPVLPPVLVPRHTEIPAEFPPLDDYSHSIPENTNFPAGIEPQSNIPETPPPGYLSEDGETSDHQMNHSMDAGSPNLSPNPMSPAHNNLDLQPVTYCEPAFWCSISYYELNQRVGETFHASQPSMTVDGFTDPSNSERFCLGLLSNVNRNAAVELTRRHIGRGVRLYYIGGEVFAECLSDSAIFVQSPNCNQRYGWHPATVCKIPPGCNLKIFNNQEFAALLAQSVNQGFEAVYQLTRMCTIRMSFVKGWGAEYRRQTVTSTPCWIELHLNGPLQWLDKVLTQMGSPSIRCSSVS
TNFa cytotox – cytotoxicity in TNFa-stimulated HUVEC, primary screen, cytotoxicity control for VCAM1 expression modulator project, imaging, Hoechst nuclei count; HUVEC TNFalpha-stimulated, Hoechst cell count; cell count reduction, % at 2 µM; actives 0.17% (n = 93,000); AID 848, 2007;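 active = cell count reduction exceeding the screen mean by over 5 SD, scaled to untreated wells per plate, cut at about 78% in these data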;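 note: cells counted after 24 h of TNF alpha exposure following the 1 h pretreatment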
* marks the source's active call; other numbers are inactive results; u = inconclusive; x = no result given; [ ] = remark or other dose. This is a subset. The share of hits here may be higher or lower than overall.

structure | IL1B cytotox | Calb biofilm kill | VCAM1 TNFa inh | hDAT+cocaine | cytoskel mod | LYP inh 2 | MT1-MMP txn act | Smad3 inh | TNFa cytotox
Cc1cccc(NC(=O)C2CCCN(S(=O)(=O)c3cccc4cccnc34)C2)c1 (stereo unspecified) | 11 | 1 | 13 | 1.4 | 2 | 0 | 1.1 | 6 | -23
O=C(CSc1nnnn1C1CCCC1)N1CCN(C(=O)c2ccco2)CC1 | 10 | 5 | -6 | 0.63 | 14 | 6 | 1 | 3 | 3
COC(=O)N/C(C)=C1/NC(=O)c2ccccc2C(c2ccccc2)N1 (stereo unspecified) | x | 9 | x | 0.52 | x | x | 0.9 | -5 | x
CC1CCN(C(=O)N[C@@H](Cc2ccccc2)C(=O)O)CC1 | x | 5 | x | -0.029 | x | x | 1.1 | 12 | x
COc1ccc(-c2nnc3sc(-c4ccco4)nn23)cc1OC | -24 | -3 | 10 | -0.9 | 12 | -5 | 1.1 | 5 | -1
CC(C)SCc1nc2ccccc2[nH]1 | 9 | 6 | 8 | x | -14 | 20 | 1.2 | 7 | -2
Cc1nc2c(-c3ccc(F)cc3)c(C)nn2c(C)c1CCC(=O)N1CCC(Cc2ccccc2)CC1 | 9 | 10 | -5 | -0.52 | -3 | -3 | x | -5 | -6
Cc1nc(NC(=O)CC(C)C)sc1-c1csc(Nc2ccc(Cl)cc2Cl)n1 | -6 | x | 4 | 1.7 | 7 | 21 | x | x | -8
C/C(CC(C)(C)C1CCCCC1)=N\NC(N)=S | x | 10 | 10 | -1 | 0 | -3 | 1.1 | 8 | -14
COC(=O)CCC(=O)Nc1cccc(Cl)c1 | -12 | 11 | 4 | -0.052 | 3 | -6 | 1.2 | 2 | 2
COc1ccc(-c2nc(C#N)c(NCCN(C)C)o2)cc1 | -11 | 9 | -9 | 0.61 | 2 | 5 | 1.1 | -2 | 9
CS(=O)(=O)Nc1ccccc1C(=O)Nc1cccc(Cl)c1 | -38 | -2 | 15 | -1.4 | -2 | 0 | x | -4 | 7
O=C1CC(c2ccccc2)Cc2nc3ncnn3cc21 (stereo unspecified) | 13 | 3 | 60* | -0.016 | 29 | 10 | 1.1 | -5 | 41
FC(F)Oc1ccccc1NC(=S)NCc1ccco1 | -6 | 1 | -14 | 0.015 | -24 | 4 | 1 | 8[fluorescence artefact?] | -28
COC(=O)c1nnn(CC(=O)Nc2ccc(C)c(F)c2)c1C(=O)OC | 9 | 5 | 11 | 0.43 | 1 | 4 | 1.2 | -6 | -24

structure | IL1B cytotox | Calb biofilm kill | VCAM1 TNFa inh | hDAT+cocaine | cytoskel mod | LYP inh 2 | MT1-MMP txn act | Smad3 inh | TNFa cytotox
CCn1c(=O)c(C(=O)Nn2c(C)nc3ccccc3c2=O)c(O)c2ccccc21 | x | -2 | x | 0.06 | x | x | 0.9 | 19[fluorescence artefact?] | x
CCSc1nc2ccccc2n1CC(N)=O | 8 | 8 | -8 | -1 | 4 | -7 | 1.1 | 4 | -25
O=C1CC(N2CCN(Cc3ccc4c(c3)OCO4)CC2)C(=O)N1CCc1ccccc1 (stereo unspecified) | x | 7 | x | 1.8 | x | x | 1.4 | -4 | x
CCCc1cc(-c2n[nH]c(=S)n2Cc2ccccc2)cs1 | -14 | x | 6 | -0.055 | 6 | 0 | x | x | 2
Cc1c(NC2=NC3(CCCCC3)Cc3ccccc32)c(=O)n(-c2ccccc2)n1C | -20 | x | -20 | 0.39 | 3 | -7 | 1.1 | x | x
CC(C)n1c(SCC(=O)Nc2ccccc2N2CCCCC2)nc2c1c(=O)n(C)c(=O)n2C | -10 | 4 | -23 | 1.5 | 3 | 6 | 1 | -3 | -10
Cc1ccc(/C=N/NC(=O)C(NC(=O)c2ccccc2)c2n[nH]c(=O)c3ccccc23)cc1 (stereo unspecified) | 19 | x | 12 | 5.4* | 26 | 8 | x | x | -33
CCNC(=S)NNC(=O)c1csc(CC)c1 | -38 | -4 | -35 | -0.54 | 0 | 1 | 1.3 | -19 | -14
Cc1cc(C)c(OCCOCCN2CCNCC2)c(C)c1 | 17 | 6 | -2 | -0.91 | -4 | -8 | 1.2 | -6 | -10
Cc1c([C@H]2[C@@H](CC#N)C2(C)C)c2ccccc2n1C | 12 | 7 | -15 | 0.69 | 1 | 12 | 1 | 12 | 1
Cc1ccc(-c2c(C(=O)N3CCOCC3)oc(=O)c3ccccc23)cc1 | -25 | 27* | 2 | 1.1 | -7 | 0 | 1.1 | 5 | -2
O=C(Nc1cnccn1)C1c2ccccc2Oc2ccccc21 | 22 | x | x | -0.31 | u | -8 | 1.1 | 9 | x
COc1ccc(Nc2ncc(C(=O)N3CCN(c4ccccc4OC)CC3)c3ccccc23)cc1 | -2 | 10 | 26 | 1.3 | 13 | -3 | 1.3 | -5 | -3
O=C(OCC#CCSc1nc2ccccc2o1)c1cc2ccccc2o1 | -6 | 7 | 4 | -0.63 | 8 | -5 | 1.5 | 2 | -16
COC(=O)c1c(NC(=O)Cc2ccccc2)sc(C)c1C | -4 | 3 | 0 | -0.15 | 16 | 10 | 1.2 | 7 | 12

Sorted by formula weight (descending): part of the list above.
structure | IL1B cytotox | Calb biofilm kill | VCAM1 TNFa inh | hDAT+cocaine | cytoskel mod | LYP inh 2 | MT1-MMP txn act | Smad3 inh | TNFa cytotox
O=C(OCC#CCSc1nc2ccccc2o1)c1cc2ccccc2o1 | -6 | 7 | 4 | -0.63 | 8 | -5 | 1.5 | 2 | -16
COc1ccc(-c2nnc3sc(-c4ccco4)nn23)cc1OC | -24 | -3 | 10 | -0.9 | 12 | -5 | 1.1 | 5 | -1
CC1CCN(C(=O)N[C@@H](Cc2ccccc2)C(=O)O)CC1 | x | 5 | x | -0.029 | x | x | 1.1 | 12 | x
COc1ccc(-c2nc(C#N)c(NCCN(C)C)o2)cc1 | -11 | 9 | -9 | 0.61 | 2 | 5 | 1.1 | -2 | 9

Continued:
Molecule,IL1B cytotox,Calb biofilm kill,VCAM1 TNFa inh,hDAT+cocaine,cytoskel mod,LYP inh 2,MT1-MMP txn act,Smad3 inh,TNFa cytotox
CCN(CC)CCn1nc(C)nc1-c1ccccc1O,-38,4,28,0.027,-5,2,0.9,-2[fluorescence artefact?],-8
O=S(=O)(NCc1ccccn1)c1cccc2nsnc12,4,2,-21,-0.05,-12,2,x,12,1
Cc1c(NS(=O)(=O)c2ccc(Br)s2)c(=O)n(-c2ccccc2)n1C,-9,9,-11,0.55,-25,0,1.1,12,x
CC12CCC(C(=O)N(Cc3ccccc3)Cc3ccccc3)(OC1=O)C2(C)C (stereo unspecified),11,-1,21,-1.3,-1,-1,1.1,-1,-20
CC(C)(C)c1ccc(OCCC(=O)NC2=NCCS2)cc1,-1,x,-19,0.44,-1,-3,x,x,-8
CC(C)N1C2OC(C3OC4C(O3)N(C(C)C)S(=O)(=O)N4C(C)C)OC2N(C(C)C)S1(=O)=O (stereo unspecified),-41,5,13,0.53,x,3,1.3,5,-28
Cc1ccc(S(=O)(=O)n2nc(OC(=O)C(C)(C)C)cc2N)cc1,-41,3,-21,0.22,7,4,1.1,0,-17
Cc1cccc(NC(=O)CN2C(=O)COc3ccc(Cl)cc32)c1C,3,6,-4,0.16,10,-6,1,8,-18
Cc1ccc(S(=O)(=O)NCCNC(=O)N2CCOCC2)cc1,2,5,-1,1.5,-4,-2,1.1,0,x
CN1CCN(C(=S)NC(=O)/C=C/c2ccccc2)CC1,4,x,-10,0.81,14,8,x,x,-14
Cc1cc(Cl)ccc1Oc1nc(-c2ccc(F)cc2)ccc1C#N,-8,x,-2,2.3,9,0,x,x,-2
CCOC(=O)Cc1csc(NC(=O)c2cccs2)n1,x,5,x,0.072,x,x,1.4,-3,x
Cc1ccccc1N=C1Nc2ccccc2CS1,59,x,7,1.8,-50,-7,1.6,-8,-7
O=C(Nc1ccncc1)Nc1ccc(F)cc1F,-18,6,-10,-0.4,-5,5,1.1,6,-22
COc1ccccc1NC(=O)CC(=O)CSc1nnc(-c2ccc(C)cc2)n1C,-4,1,12,0.075,19,-10,1.1,-3,-17

Molecule,IL1B cytotox,Calb biofilm kill,VCAM1 TNFa inh,hDAT+cocaine,cytoskel mod,LYP inh 2,MT1-MMP txn act,Smad3 inh,TNFa cytotox
COc1ccc(OC)c(NC(=O)c2sc3nc(Cc4ccccc4)cc(C(F)(F)F)c3c2N)c1,4,x,-1,0.018,-29,1,x,x,5
O=C(Cn1ccccc1=O)c1cccs1,-2,12,-8,-1,0,3,1,3,-23
Nn1c(COc2ccccc2)nnc1SC(F)F,-41,1,2,-0.91,2,0,1.1,-7,-14
COc1ccccc1-n1c(C)cc(SC)c(C(C)=O)c1=S,-3,x,18,-0.49,3,9,x,x,-9
COC(=O)CN1C(C)=Nc2ccc(Br)cc2C1c1ccccc1 (stereo unspecified),-10,x,-2,-1.8,9,6,x,x,-6
Cc1nc(N)nc(OCC(F)(F)C(F)F)c1Br,-9,3,17,-0.4,-9,-6,1,6,6
CCn1c(Cc2ccccc2)nnc1SCC(=O)Nc1ccccc1N1CCOCC1,1,7,5,0.2,-5,-4,1.2,0,-5
Cc1oncc1C(=O)NC(C)C,34,2,10,-0.53,1,0,1.3,3,-12
COc1ccccc1Nc1nc(N)nc(-c2oc3ccccc3c2C)n1,-3,9,-7,1.5,14,-7,x,16,-6
CCOC(=O)C1=C(C)NC(=O)NC1/C(C)=C/c1ccccc1 (stereo unspecified),x,4,x,-1.3,x,x,1.1,-3,x
O=C(c1ccc2nc3ccc(Cl)cc3c(=O)n2c1)N1CCOCC1,-4,x,9,0.44,-24,3,x,x,6
Cc1noc(C)c1COC(=O)CCc1ccc(S(=O)(=O)N2CCCCC2)cc1,-25,12,-3,-0.8,-19,1,1.1,0,-1
O=C(NCc1ccco1)C(c1ccccc1)N(Cc1ccccc1)C(=O)Cn1nnc2ccccc21 (stereo unspecified),-21,4,22,0.01,-8,-8,1.2,-4,x
Cc1ccc(Cn2c(Sc3ncccn3)nc3c2c(=O)[nH]c(=O)n3C)cc1,x,-6,x,0.79,x,x,1,6,x
CCCCSc1nc2c(c(=O)n1CC)SC(C)C2 (stereo unspecified),x,1,x,-0.42,x,x,1.2,4,x
O=C(Nc1ccc(C(=O)Oc2ccccc2)c(O)c1)c1ccco1,-37,5,13,0.18,-6,-1,x,14,-9
Nc1c(C(=O)NCCN2CCOCC2)c2nc3ccccc3nc2n1-c1ccccc1,-8,6,13,0.65,-14,-9,1,3,14

Records above printed as active in VCAM1 TNFa inh:
structure	VCAM1 TNFa inh	hDAT+cocaine	cytoskel mod	LYP inh 2	MT1-MMP txn act	Smad3 inh
O=C1CC(c2ccccc2)Cc2nc3ncnn3cc21 (stereo unspecified)	60*	-0.016	29	10	1.1	-5

Assay outcomes (PubChem BioAssay)
